Screening data deposited in PubChem by Broad Institute.
SIRT5 block – SIRT5 desuccinylase inhibitors, primary screen, biochemical, fluorescence imaging, single point, set 5. NAD-dependent protein deacylase sirtuin-5, mitochondrial (Homo sapiens), Q9NXA8. Purified SirT5, succinyl-peptide AMC, trypsin-coupled fluorescence. inhibition, % at 15 µM. hit rate 1.1% among 330,000. AID 652115, 2013; in the data active = inhibition above about 15%
PGC1a acetyl inh – inhibitors of PGC1a acetylation signal, primary screen, cell-based, U2OS, AlphaScreen, inhibitor mode | AlphaScreen anti-acetyl-lysine; with virally co-expressed GCN5 acetyltransferase | inhibition, % at 15.6 µM | hit rate 0.17% among 350,000 | AID 651687, 2012;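 active = every replicate shows inhibition of at least 40%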;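 note: 0% = neutral control wells and 100% = positive control wells; some results beyond the cut were filed as inactive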
Cneo AK release – Cryptococcus neoformans cell lysis inducers, primary screen, AK release luminescence, single concentration; C. neoformans lysis, adenylate kinase release luminescence, 4 h; normalised: neutral wells 0, clomiphene wells 100; lysis activity, % at 15 µM; hit rate 0.2% among 360,000; AID 651654, 2012;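 active = mean lysis activity across replicates of at least 80%, whatever share of replicates individually reach that level; inactive = mean lysis activity below 80%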
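Signal: Adenylate kinase release luminescence | Assay system: Log-phase Cryptococcus neoformans yeast cells | Input: Cells at 5 × 10^6 per mL | Buffer or medium: Fresh YPD growth medium | Compound: Single dose | Schedule: Static 4 h at 37 °C with compound, 1 h detection | Controls: Clomiphene | Read-out: Luminescence rise reflecting yeast cell lysis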
ERAP1 inh – human ERAP1 aminopeptidase inhibitors, primary screen, biochemical, single point, plate reader; Endoplasmic reticulum aminopeptidase 1 (Homo sapiens), Q9NZ08; recombinant ERAP1, Leu-AMC fluorescence, 60 min; inhibition, % at 10.7 µM; hit rate 0.15% among 340,000; AID 652197, 2013;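 active = mean replicate inhibition of at least 30%, or all replicates individually reaching that 30% level; inactive = mean below 30% and not every replicate reaching it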;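 note: 0% = neutral control wells and 100% = L-leucinethiol positive control wells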
Target sequence (Q9NZ08 whole entry, looked up): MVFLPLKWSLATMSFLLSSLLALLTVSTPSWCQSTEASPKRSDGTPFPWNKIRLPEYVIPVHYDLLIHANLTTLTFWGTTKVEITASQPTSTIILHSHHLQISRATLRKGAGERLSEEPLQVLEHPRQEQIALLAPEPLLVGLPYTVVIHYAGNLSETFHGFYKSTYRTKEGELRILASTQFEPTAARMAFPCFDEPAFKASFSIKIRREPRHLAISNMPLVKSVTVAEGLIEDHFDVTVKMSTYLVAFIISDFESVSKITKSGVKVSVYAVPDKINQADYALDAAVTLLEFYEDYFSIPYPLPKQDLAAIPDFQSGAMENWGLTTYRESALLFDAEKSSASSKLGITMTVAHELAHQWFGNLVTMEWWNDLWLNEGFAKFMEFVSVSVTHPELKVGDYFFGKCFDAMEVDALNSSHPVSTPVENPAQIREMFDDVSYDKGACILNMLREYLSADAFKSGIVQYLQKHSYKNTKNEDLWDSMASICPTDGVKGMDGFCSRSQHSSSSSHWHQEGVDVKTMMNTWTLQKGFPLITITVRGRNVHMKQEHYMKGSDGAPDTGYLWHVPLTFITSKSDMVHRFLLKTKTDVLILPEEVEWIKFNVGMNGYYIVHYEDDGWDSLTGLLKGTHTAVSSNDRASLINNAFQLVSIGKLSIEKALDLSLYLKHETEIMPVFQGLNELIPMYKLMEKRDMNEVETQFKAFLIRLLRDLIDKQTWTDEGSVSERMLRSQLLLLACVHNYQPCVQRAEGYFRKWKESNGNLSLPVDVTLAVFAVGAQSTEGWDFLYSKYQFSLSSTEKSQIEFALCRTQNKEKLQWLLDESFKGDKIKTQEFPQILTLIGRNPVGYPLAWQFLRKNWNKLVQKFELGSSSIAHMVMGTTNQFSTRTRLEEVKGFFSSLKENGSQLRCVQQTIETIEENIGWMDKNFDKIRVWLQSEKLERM
S100A4 MyoIIA – inhibitors of S100A4-myosin IIA peptide binding, primary screen, biochemical, fluorescence polarization, TAMRA-MyoIIA peptide. inhibition, % at 10.7 µM. hit rate 0.14% among 360,000. AID 652163, 2013;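 active = mean inhibition of at least 70% across replicates, with every replicate also reaching that level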
Target sequence (P26447 whole entry, looked up): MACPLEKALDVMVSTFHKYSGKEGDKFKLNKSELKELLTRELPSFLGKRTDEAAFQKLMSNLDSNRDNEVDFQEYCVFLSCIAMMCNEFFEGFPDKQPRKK
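Material: human S100A4 monomer with TAMRA-labelled myosin IIA peptide; buffer or medium: HEPES pH 7.2 with CaCl2, KCl, NaCl, DTT, Triton; compound dosing: one concentration per compound; schedule: 5 min incubation before reading; benchmarks: neutral control DMSO, positive control TFP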
LGR2 antag – inhibitors of bursicon-induced LGR2 CRE-luciferase signal, primary screen, cell-based, HEK293, CRE-luciferase reporter, bursicon stimulation; Drosophila bursicon receptor LGR2 (rickets); bursicon-stimulated, 4 h; inhibition, % at 9.99 µM; hit rate 0.35% among 380,000;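 active = drop in luminescence signal, shown as inhibition above about 50% in the replicate tests, limit read from the data, passing the limit was not always enough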;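 note: agonist challenge used bursicon conditioned medium at about half maximal strength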
Xi reactivation – activators of inactive X chromosome reactivation, primary screen, imaging, XiGFP fibroblasts, GFP high-content imaging, set 2 | XiGFP mouse fibroblasts, % GFP-positive cells imaging, 3 d; cells co-treated with 5-aza-dC sensitizer; scaled so ellipticine positive control = 100% | activation, % at 7.58 µM | hit rate 0.055% among 360,000 | AID 743238, 2013;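 active = mean normalized replicate activation at least 10% and every replicate at or above 10%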;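 note: 0% = median of on-plate neutral control wells and 100% = ellipticine 6 µM median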
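Material: XiGFP fibroblasts, SV40-immortalized. Buffer or medium: DMEM plus 5-aza-dC sensitizer. Compound: single concentration per compound, delivered by pin transfer. Times: 3 days compound exposure. Controls: ellipticine 6 µM.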
Statin myotox sup – suppressors of statin myotoxicity in C2C12 myotubes, primary screen, cell-based, single point, plate reader; C2C12 myotubes + simvastatin, ATP luminescence, 48 h; scaled: DMSO 0, geranylgeraniol control 100; rescue of ATP level, % at 7.49 µM; hit rate 0.78% among 330,000; AID 602340, 2012;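 active = mean ATP rescue above about 67%, or every replicate alone reaching that limit, limit read from the data, passing the limit was not always enough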;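 note: myotubes were challenged with 10 µM simvastatin during compound exposure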
* = called active by the depositor; / = not tested or not shown; & = joins results of further samples. This is a subset, so the mix of outcomes need not match the whole.

SMILES	SIRT5 block	PGC1a acetyl inh	Cneo AK release	ERAP1 inh	S100A4 MyoIIA	LGR2 antag	Xi reactivation	Statin myotox sup
FC(F)(F)c1ccc(NC2=NCCC2)cc1	-2.8	/	/	0.2	-2.9	19.1	-0.1	/
O=C(Cn1c(=O)oc2ccccc21)Nc1nc(-c2ccc(Br)cc2)cs1	-1.2	-1.6	-2.1	-3.3	-5.2	-3.4	0.3	/
O=C(O)c1cc(S(=O)(=O)N2CC3CC3C2C(=O)O)c(Cl)cc1Cl (centres undefined)	-2.5	5.2	-0.3	2.0	-1.7	-2.5	-0.1	/
COc1cccc(C(=O)N2CCSC2=S)c1	4.8	/	-0.3	-4.5	1.8	-7.3	/	-9.8
CCSC(C)CC1C/C(=N/O)c2c(CC)noc2C1 (centres undefined)	-1.5	-0.3	0.2	-0.3	-10.2	0.8	/	14.7
CCn1cc(CNC(=O)CCc2nnc(CCC3CCCCC3)o2)cn1	-1.5	/	/	-0.3	-2.1	12.2	0.0	/
O=C(CSc1nc2ccccc2[nH]1)Nc1ccc(F)cc1	-2.4	-3.7	-0.7	2.5	-4.1	2.6	0.1	/
CCOC(=O)C1=C(CN2CCN(C(=O)c3ccco3)CC2)NC(=O)NC1c1ccc(C)cc1 (centres undefined)	2.1	7.2	-0.1	-0.8	2.1	-12.3	0.0	34.3
O=C(O)C[C@H]1C[C@@H]2c3cc(NC(=O)Nc4ccccc4)ccc3O[C@@H]2[C@@H](CO)O1	-3.3	/	46.9	0.5	9.1	14.0	0.6	-6.6
COc1ccc(C)cc1NC(=O)NC(C)c1ccncc1 (centres undefined)	-0.3	/	/	2.1	0.2	14.2	0.1	/
O=C(CSc1nnc(-c2cccnc2)n1Cc1ccccc1)N1CCOCC1	-3.9	3.5	/	2.6	-1.3	-7.7	/	49.9
CCOC(=O)CC(NC(=O)CCc1c(C)nc2nc(C)nn2c1C)c1ccc(OC(C)C)cc1 (centres undefined)	-2.3	31.6	-7.2	0.1	-1.1	0.5	0.2	8.2
COCC#Cc1ccc([C@H]2[C@@H](CO)N3C(=O)CN(C(=O)C4CCCC4)C[C@H]23)cc1	13.8	/	/	1.3	-1.6	16.5	0.1	/
O=C1[C@H]2[C@@H](c3ccc(F)cc3)N3C(=O)N(c4cccc(F)c4)C(=O)[C@@]3(Cc3ccccc3)[C@H]2C(=O)N1C1CCCCC1	/	6.6	1.5	-1.5	-4.1	-6.8	0.0	4.1
O=C1CCN(Cc2nc(-c3ccc(Cl)cc3)no2)CCN1	-2.5	1.2	-1.0	-0.8	-3.7	-29.4	0.0	6.0
CCOC(=O)[C@H]1[C@H]2COc3ccccc3[C@@H]2N2C(=O)c3cc(OC)ccc3NC(=O)[C@@]12C	/	5.2	-1.0	-2.1	5.0	21.0	-0.6	2.8
COc1ccc(NC(=O)Nc2ccc3c(c2)C(=O)N([C@@H](C)CO)C[C@@H](C)[C@H](CN(C)C(=O)Nc2c(C)noc2C)O3)cc1	1.9	18.3	-3.3	1.5	4.9	-10.9	-0.2	-52.8
C[C@H](CO)N1C[C@H](C)[C@H](CN(C)S(=O)(=O)c2cccs2)Oc2c(NC(=O)C3CCOCC3)cccc2C1=O	-4.5	0.5	-2.3	4.8	-27.5	-9.3	-0.1	-10.3
C=CCCC1CN(Cc2ccc(OC)cc2)S(=O)(=O)c2c(Oc3ccc(C(C)C)cc3)cccc2O1 (centres undefined)	-1.8	/	/	-0.1	-5.4&12.4	9.1&12.6	1.0&0.0	/
COc1ccc(C(C)=NNc2ccc([N+](=O)[O-])cc2S(=O)(=O)Nc2ccccc2C(=O)O)c(OC)c1	15.1*	-7.1	-0.4	-54.8	0.5	17.5	0.0	4.8
C[C@@H]1CN([C@H](C)CO)C(=O)c2cc(NC(=O)Nc3ccc(C(F)(F)F)cc3)ccc2O[C@@H]1CN(C)C(=O)NC1CCCCC1	10.9	-5.5	-1.3	-0.3	0.3	0.8	0.0	-2.6
O=C(COc1ccccc1C(=O)NCc1ccccn1)Nc1ccc(Br)cc1	6.2	/	/	0.7	-0.4	-5.9	0.0	/
COc1ccc(NC(=O)N2C[C@@H](O)COC[C@@H]3O[C@H](CC(=O)NC4Cc5ccccc5C4)CC[C@H]32)cc1	-2.6	-0.5	-5.0	-0.2	7.2	-18.2	0.0	5.4
CCn1c(CNc2ccccc2Cl)nnc1SCC(=O)NCc1ccccc1	-2.8	-4.6	2.5	-0.3	1.7	1.5	/	9.5
CC1(C)CC(=O)C(=C2SCCCS2)C(=O)C1	/	2.8	5.6	/	/	1.3	-0.1	/
COc1ccc(C(c2nnnn2C2CCCCC2)N2CCN(C)CC2)c(OC)c1 (centres undefined)	-3.5	-4.8	-3.8	-2.0	1.8	-2.9	-0.1	-8.9
C/C(=N\NC(=O)c1c(C)nc2ccccn12)c1cccc([N+](=O)[O-])c1	2.2	/	/	1.7	0.2	-28.5	0.0	/
C[C@H]1CN([C@@H](C)CO)C(=O)c2cccc(NC(=O)c3ccncc3)c2O[C@@H]1CN(C)C	-1.9	3.0	0.2	2.8	1.3	5.5	0.0	-5.0
C[C@@H]1CN([C@@H](C)CO)C(=O)c2cc(-c3ccncc3)cnc2O[C@H]1CN(C)C(=O)c1ccccc1F	9.6	22.6	-0.9	-2.1	7.4	-2.4	-0.4	-8.3
CCOc1ccc(-n2c(SCC(N)=O)nc3sc4c(c3c2=O)CCN(C)C4)cc1	1.3	-5.8	1.2	-1.1	-2.9	15.7	4.7	0.6
Oc1ccccc1C=NNC(=S)NN=Cc1ccccc1O	2.6	/	-2.0	4.5	1.9	-49.9	-0.1	-1.4
CC1CN(C(=O)c2cc(COc3c(F)cccc3F)on2)CCN1C (centres undefined)	3.0	0.1	0.7	2.8	31.3	0.3	0.2	/
COc1cccc(-c2ccc3n(c2=O)C[C@@H]2[C@@H](CO)[C@H](C(=O)NC4CCC4)N(S(C)(=O)=O)[C@H]32)c1	-18.9	/	0.5	-0.2	-1.1	-12.8	0.0	-12.8
CSc1ccccc1NC(=O)COC(=O)Cn1cc(C(F)(F)F)ccc1=O	-1.6	0.2	-2.1	1.3	-3.0	10.7	0.2	0.6
CC(C)(C)C(=O)NC(=S)Nc1ccc(Cl)c(C(=O)O)c1	-2.2	7.7	/	1.3	1.4	1.0	-0.1	/
O=C(c1cccs1)N1CCN(S(=O)(=O)c2ccc(F)cc2)CC1	-2.6	/	/	6.1	7.8	-37.7	0.0	/
C[C@@H]1CCCCO[C@@H](CN(C)S(=O)(=O)c2cn(C)cn2)[C@H](C)CN([C@H](C)CO)C(=O)c2cc(NS(C)(=O)=O)ccc2O1	-6.0	1.5	-4.5	2.7	10.9	3.0	0.0	/
CN(c1cccnc1)c1ccc(NC(=O)Cc2c[nH]c3ccccc23)cc1-c1cccnc1F	/	/	/	-2.8	-2.0	25.1	0.2	/
CCN(CC(=O)Nc1ccc(NC(C)=O)cc1)C(=O)COc1ccccc1Cc1ccccc1	1.0	-5.5	-3.7	0.5	0.8	4.9	0.0	/
O=C(NC1CCCc2ccccc21)C12CC3CC(CC(O)(C3)C1)C2 (centres undefined)	1.1	-4.3	/	-2.2	-1.1	18.8	0.1	/
COCC(=O)N1[C@@H](CO)[C@H](c2ccccc2)C12CN(C(=O)c1ccc(F)cc1)C2	-8.8	/	/	7.4	-1.0	4.1	0.0	/
CC(Cc1nnc(N)s1)c1ccccc1 (centres undefined)	1.5	/	0.9	/	-2.2	-7.7	-0.1	3.0
C[C@@H]1CN([C@H](C)CO)C(=O)c2cc(C#Cc3ccccn3)cnc2O[C@@H]1CN(C)Cc1ccncc1	2.6	5.0	2.0	14.6	-31.9	4.0	-0.5	-12.9
Cc1noc2ncnc(N3CCCCC3)c12	-7.1	5.5	/	-1.4	4.5	-13.3	0.0	/
COc1ccc(N2C(=O)CC(N(CCc3ccc(S(N)(=O)=O)cc3)C(=S)Nc3ccccc3)C2=O)cc1 (centres undefined)	-5.8	13.4	1.0	-1.1	4.9	4.5	0.0	0.0
CCOc1cc(/C=C(/C#N)c2ccc(Cl)cc2)cc(Cl)c1OCC(=O)O	1.7	1.6	/	-11.4	-1.5	22.5	0.2	/
CCc1ccc(Nc2ncc3c(n2)CC(C)(C)CC3=O)cc1	1.5	/	/	-0.1	5.0	-92.9	0.1	/
COc1ccc(/C=N/n2c(C)nc3sc(C)c(C)c3c2=O)cc1	-0.8	1.8	0.1	/	-1.9	3.2	0.0	/
Cc1c(C(=O)Nc2nc3ccccc3[nH]2)oc2ccc(Br)cc12	-5.7	/	1.0	-1.2	1.6	-63.4	0.0	/
Cc1ccn2c(=O)nc(SCc3cccc(C(F)(F)F)c3)nc2c1	-3.2	7.1	/	0.5	-4.6	7.9	-0.1	11.9
NC(=O)C1(NC(=O)[C@@H]2CC3(CC(c4cccc(NC(=O)[C@@H]5CCC(=O)N5)c4)=NO3)CN2C(=O)c2ccccc2)CC1 (some centres undefined)	4.8	8.4	-9.4	-0.9	0.8	2.0	0.0	17.0

SIRT5 block: hit marks shown above
Structure | SIRT5 block | PGC1a acetyl inh | ERAP1 inh | S100A4 MyoIIA | LGR2 antag
COc1ccc(C(C)=NNc2ccc([N+](=O)[O-])cc2S(=O)(=O)Nc2ccccc2C(=O)O)c(OC)c1 | 15.1* | -7.1 | -54.8 | 0.5 | 17.5

Looked up above.
Value of `Cc1ccn2c(=O)nc(SCc3cccc(C(F)(F)F)c3)nc2c1` under Statin myotox sup: 11.9
Value of `CCOc1cc(/C=C(/C#N)c2ccc(Cl)cc2)cc(Cl)c1OCC(=O)O` under S100A4 MyoIIA: -1.5

4 entries out of the list above, ordered by the value under ERAP1 inh, low to high.
| mol | ERAP1 inh |
| --- | --- |
| CCOc1cc(/C=C(/C#N)c2ccc(Cl)cc2)cc(Cl)c1OCC(=O)O | -11.4 |
| Cc1ccn2c(=O)nc(SCc3cccc(C(F)(F)F)c3)nc2c1 | 0.5 |
| COCC(=O)N1[C@@H](CO)[C@H](c2ccccc2)C12CN(C(=O)c1ccc(F)cc1)C2 | 7.4 |
| C[C@@H]1CN([C@H](C)CO)C(=O)c2cc(C#Cc3ccccn3)cnc2O[C@@H]1CN(C)Cc1ccncc1 | 14.6 |
